Bioassay records: PubChem, Broad Institute
E-sel inducer: E-selectin induction on HUVECs; P16581; HUVEC E-selectin immunofluorescence imaging; normalized: neutral wells 0, TNF-alpha wells 100; activation, % at 7.58 µM; hit rate 0.37% among 260,000; AID 686992;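 active = mean E-selectin-positive cell signal at least 10% of the positive control, reached in at least 60% of replicates, without over 20% cell loss; inconclusive = no rule given, readout overlaps actives, possibly toxicity-flagged; inactive = the rest, including those meeting only one limit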;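 note: in these data hits start at about 27%; measured in HUVEC primary endothelial cells; signal is the percent of cells scored E-selectin positive by PE staining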
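System: HUVEC, human umbilical vein endothelial cells; quantity: 3,000 cells/well; buffer or medium: EGM-2 medium, gelatin-coated wells; dosing: single-point compound dose; detection: immunofluorescence imaging; evaluation: % PE-positive cells; benchmarks: TNF-alpha, DMSO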
ERp5 inh: blocks human ERp5 reductase activity on insulin; ERp5 insulin aggregation, absorbance 650 nm, 90 min; inhibition, % at 9.99 µM; hit rate 0.05% among 350,000;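 active = mean replicate inhibition above about 25%, with every replicate also reaching it, limit read from the data, passing the limit was not always enough; inconclusive = only one of those two criteria met; inactive = neither criterion met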
RAD52 anneal inh: inhibitors of human RAD52 DNA annealing; hit rate 0.46% among 360,000; P43351; recombinant RAD52 DNA annealing, FRET fluorescence; inhibition, % at 18.7 µM;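 active = every replicate showing at least 50% inhibition; inconclusive = mean inhibition at least 50% but not in every replicate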
RAD54 branch: blocks human RAD54 Holliday junction branch migration. Q92698. FAM/BHQ fluorescence. inhibition, % at 10.4 µM. AID 602329. hit rate 0.14% among 360,000;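 active = mean normalized replicate activity at least 40 and at least half of replicates scoring 40 or more; inconclusive = only one of the two criteria met; inactive = mean below 40 and under half of replicates reaching 40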;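 note: 0% = median of neutral control wells and 100% = median of positive control wells; inhibitors cause a drop in the FAM fluorescence signal; in these data hits start at about 50%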
ERAP1 HTS inh: ERAP1 (human) enzyme inhibition; Q9NZ08; AID 652197; hit rate 0.15% among 340,000; recombinant ERAP1, Leu-AMC fluorescence, 60 min; inhibition, % at 10.7 µM;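 active = mean replicate inhibition of at least 30%, or all replicates individually reaching that 30% level; inactive = mean below 30% and not every replicate reaching it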;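 note: 0% = neutral control wells and 100% = L-leucinethiol positive control wells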
Target sequence (Q9NZ08 whole entry, looked up): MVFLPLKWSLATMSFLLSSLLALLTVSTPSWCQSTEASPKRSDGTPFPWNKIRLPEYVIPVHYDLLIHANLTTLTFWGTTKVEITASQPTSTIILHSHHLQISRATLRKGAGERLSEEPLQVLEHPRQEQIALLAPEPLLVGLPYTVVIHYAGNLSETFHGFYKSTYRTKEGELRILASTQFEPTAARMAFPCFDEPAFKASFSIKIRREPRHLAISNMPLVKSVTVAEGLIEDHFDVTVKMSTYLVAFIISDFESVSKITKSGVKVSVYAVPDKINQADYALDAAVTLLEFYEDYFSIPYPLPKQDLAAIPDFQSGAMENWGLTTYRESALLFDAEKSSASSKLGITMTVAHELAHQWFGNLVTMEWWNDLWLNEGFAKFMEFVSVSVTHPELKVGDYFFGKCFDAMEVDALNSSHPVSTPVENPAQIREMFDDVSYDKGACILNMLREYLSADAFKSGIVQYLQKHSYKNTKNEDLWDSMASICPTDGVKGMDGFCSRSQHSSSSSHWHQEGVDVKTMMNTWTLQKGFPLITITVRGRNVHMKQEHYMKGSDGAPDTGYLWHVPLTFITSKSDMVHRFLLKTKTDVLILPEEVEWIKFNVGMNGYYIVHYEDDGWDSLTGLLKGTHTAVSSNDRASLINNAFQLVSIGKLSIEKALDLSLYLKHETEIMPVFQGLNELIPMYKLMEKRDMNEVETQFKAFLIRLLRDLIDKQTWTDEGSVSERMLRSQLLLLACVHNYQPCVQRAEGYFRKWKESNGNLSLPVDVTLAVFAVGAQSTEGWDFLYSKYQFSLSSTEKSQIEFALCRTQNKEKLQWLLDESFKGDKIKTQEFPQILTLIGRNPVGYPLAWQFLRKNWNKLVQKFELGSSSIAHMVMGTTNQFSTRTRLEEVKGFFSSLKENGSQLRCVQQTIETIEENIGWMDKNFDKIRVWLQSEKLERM
esBAF inh: SWI/SNF esBAF complex inhibition. mouse ES cells, Bmi1-luciferase knock-in reporter, 24 h; 100% = twice the neutral-well signal. reporter increase, % at 12.5 µM. hit rate 2% among 350,000. AID 602393; in the data active = activation above about 40%; inconclusive = no clear call, values can overlap the other calls;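 note: 0% = median of the plate's neutral control wells and 100% = double that signal; a rise in the Bmi1 reporter signal indicates esBAF inhibition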
S100A4 MyoIIA: inhibitors of human S100A4 binding to myosin IIA peptide | P26447 | inhibition, % at 10.7 µM | hit rate 0.14% among 360,000 | S100A4/TAMRA-MyoIIA peptide fluorescence polarization;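 active = mean inhibition of at least 70% across replicates, with every replicate also reaching that level; inconclusive = mean inhibition reaches 70% but some replicates fall short; inactive = mean inhibition below 70%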
Target sequence (P26447 whole entry, looked up): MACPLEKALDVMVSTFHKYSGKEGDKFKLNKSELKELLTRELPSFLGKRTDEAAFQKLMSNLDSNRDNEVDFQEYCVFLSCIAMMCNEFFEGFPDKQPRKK
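Material: S100A4 monomer (human). Medium: Calcium-containing HEPES buffer, pH 7.2. Probe or stimulus: labelled myosin peptide probe, 5 nM. Compound dosing: one concentration per compound. Timing: polarization read 5 min after assay mix addition, stable 5–60 min. Benchmarks: DMSO as neutral control, TFP as positive control.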
XiGFP reactiv: reactivates the inactive X chromosome in mouse fibroblasts. XiGFP mouse fibroblasts, % GFP-positive cells imaging, 3 d; cells co-treated with 5-aza-dC sensitizer; scaled so ellipticine positive control = 100%. activation, % at 7.58 µM. hit rate 0.055% among 360,000;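 active = mean normalized replicate activation at least 10% and every replicate at or above 10%; inconclusive = only one of the two criteria met; inactive = mean below 10% and not all replicates reach 10%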;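 note: 0% = median of on-plate neutral control wells and 100% = ellipticine 6 µM median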
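Material: XiGFP fibroblasts, SV40-immortalized; Buffer or medium: DMEM containing 5-aza-dC; Compound dosing: single point; Times: 3 days compound exposure.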
An asterisk follows results filed as active; ? = inconclusive; · = not tested or not shown; & = joins results of further samples. This is a random part of the collection, and some 2.5% of all compounds hit somewhere here.

SMILES	E-sel inducer	ERp5 inh	RAD52 anneal inh	RAD54 branch	ERAP1 HTS inh	esBAF inh	S100A4 MyoIIA	XiGFP reactiv
Cc1cc(C)c(C2=Nn3c(C)nnc3SC2C)cc1C (stereo unspecified)	·	-4	-12	5	0	-9	-2	0.2
CCc1ccccc1NC(=O)CNC(=O)c1ccc(-n2cncn2)c([N+](=O)[O-])c1	-0.1	-7	-1	·	1	·	-3	0.1
Cc1ccc(S(=O)(=O)Nc2cc(-c3ccccc3)nn2C)cc1	-0.1	-2	-14	-2	1	·	0	-0.1
COc1ccccc1N(C(=O)Cn1nnc(-c2ccc(C)o2)n1)C(C(=O)NC1CCCC1)c1ccncc1 (stereo unspecified)	0.0	3	-12	3	1	3	7	0.0
Cc1cc(=O)oc2c3c(cc(OCC(=O)NCc4ccncc4)c12)OC(C)(C)CC3	·	0	-12	-7	7	-5	17	·
CCCNC(=O)[C@H]1[C@H](CO)[C@H]2Cn3c(ccc(-c4cccnc4)c3=O)[C@@H]1N2C(=O)Nc1ccccc1	0.1	4	-2	6	-3	-1	1	0.2
C=CCN1C(C(=O)OCC)CSCCS1(=O)=O (stereo unspecified)	·	-2	-16	·	-1	·	-15	0.2
O=Cc1ccc(/C=C2\c3ccccc3C(=O)N2c2ccccc2)o1	-0.2	-4	-20	·	1	·	-14	0.0
CC(C)(C)c1ccc(OCC(=O)Nc2cccc(S(=O)(=O)NC3=NCCCCC3)c2)cc1	-0.4	-4	-2	-8	0	7	5	0.0
CCS(=O)(=O)N1CCCCN2[C@H](CO)[C@@H](c3ccc(C#Cc4ccccc4OC)cc3)[C@@H]2C1	-0.5	2	-67	-10	-1	·	-16	0.0
COc1ccccc1CNC(=O)CN(c1cccc([N+](=O)[O-])c1)S(C)(=O)=O	·	5	-3	-2	-1	-1	0	0.0
COc1ccc(/C=N/N=C2\SCC(=O)N2c2c(C)n(C)n(-c3ccccc3)c2=O)cc1OC	·	-4	-6	·	1	·	5	-0.1
O=C(C[C@H]1CC[C@@H]2[C@H](COC[C@@H](O)CN2Cc2cccc(F)c2)O1)NCC1CCCCC1	0.8&4.8	-6&-1	7&-8	0	0	-3	33&-3	0.0&0.0
O=C(COc1ccc(Br)cc1Cl)c1ccc[nH]1	0.4	2	-21	-1	-6	74*	3	0.0
CCCN1C[C@@H](C)[C@@H](OC)CN(C)C(=O)c2cc(NC(=O)COC)ccc2OC[C@H]1C	-0.1	·	·	-6	·	-2	·	0.2
C[C@@H]1CN([C@H](C)CO)C(=O)c2cc(NC(=O)c3ccncc3)ccc2O[C@@H]1CN(C)C(=O)Nc1ccccc1	-0.1&-0.7	-2&1	6&-13	7&5	-1&1	-5&1	5&1	-0.4&0.0
C/C(=N\OC(=O)c1ccc(F)cc1)c1sc(-c2ccc(Cl)cc2)nc1C	·	-4	-8	-5	-3	?	-1	-0.1
O=C(CNC(=O)c1ccccc1Cl)NC1CCN(Cc2ccccc2)CC1	0.2	0	-17	-1	-7	-2	-7	0.1
Cc1noc(C)c1S(=O)(=O)N(C)C[C@H]1Oc2ccc(N(C)C)cc2CC(=O)N([C@@H](C)CO)C[C@H]1C	-0.2	·	·	-7	·	1	·	-1.3
C=CCOc1ccc(/C=C2\N=C(C)OC2=O)cc1OC	·	2	-3	·	-2	·	-3	0.3
CCOc1cc(/C=N/Nc2nc(=O)[nH]nc2C)ccc1O	·	1	-9	-6	4	22	-3	0.1
CC(C)c1cn(CC[C@H]2CC[C@@H](NC(=O)c3cccc(F)c3)[C@@H](CO)O2)nn1	-0.2	-3	-2	-3	-1	2	14	0.1
O=C(CCNS(=O)(=O)c1ccccc1)N1CCOCC1	1.3	-13	2	-4	1	6	-5	0.0
Cc1noc(C)c1S(=O)(=O)N(C)C[C@@H]1OCCCC[C@H](C)Oc2ccc(NC(=O)Nc3cccc4ccccc34)cc2C(=O)N([C@H](C)CO)C[C@@H]1C	-0.1	-1	-27	1	3	-3	13	-0.7

Reformatted: entries from further up.
Under each structure: E-sel inducer	ERp5 inh	RAD52 anneal inh	RAD54 branch	ERAP1 HTS inh	esBAF inh	S100A4 MyoIIA	XiGFP reactiv
CC(C)(C)c1ccc(OCC(=O)Nc2cccc(S(=O)(=O)NC3=NCCCCC3)c2)cc1
  -0.4	-4	-2	-8	0	7	5	0.0
O=C(COc1ccc(Br)cc1Cl)c1ccc[nH]1
  0.4	2	-21	-1	-6	74*	3	0.0

(list continues)
SMILES	E-sel inducer	ERp5 inh	RAD52 anneal inh	RAD54 branch	ERAP1 HTS inh	esBAF inh	S100A4 MyoIIA	XiGFP reactiv
COc1ccc(-n2ncc3c(N4CCCc5ccccc54)ncnc32)cc1	·	-1	-12	-5	2	16	-7	·
CCCn1nc(NC(C)=O)c2cc3cccc(C)c3nc21	0.6	1	-15	0	3	-10	5	0.4
C[C@H](CO)N1C[C@H](C)[C@H](CN(C)Cc2ccc(Cl)c(Cl)c2)OCCCC[C@H](C)Oc2ccc(NC(=O)Nc3ccc(C(F)(F)F)cc3)cc2C1=O	0.0	5	5	-1	2	0	6	-0.2
CSc1sc(C(=O)NNC(C)=O)c2c1C=CCC2	·	5	-17	-35	0	·	-7	0.0
COc1cccc(-c2ccc([C@@H]3[C@@H](CO)N4CCCCN(C(=O)NC(C)C)C[C@@H]34)cc2)c1	-0.1	-9	-25	-5	0	·	-6	0.1
COc1ccc(-c2cc(N)n(S(=O)(=O)c3ccc(F)cc3)n2)cc1OC	-1.6	-2	3	-12	2	5	-2	-0.1
C[C@H](CO)N1C[C@H](C)[C@@H](CN(C)Cc2ccc(-c3ccccc3)cc2)Oc2ccc(NS(=O)(=O)c3cccs3)cc2CC1=O	0.0	0	32	-3	-1	-3	-25	-0.2
COC(=O)C1=C(C(=O)OC)[C@@H]2N(C)c3ccccc3[C@@]23C[C@@H](CO)N(C(=O)C2CCC2)C3=N1	-0.1	4	-10	-2	3	·	0	0.0
Cc1ccc2c(CC(=O)OC(C)C(=O)Nc3ncc(Cl)cc3Cl)coc2c1 (stereo unspecified)	·	6	-29	-13	0	·	-2	0.0
COC(=O)C1=C(C(=O)OC)[C@]2([C@@H]3CCCCN[C@@H](Cc4ccccc4)C(=O)N3Cc3ccccc3)C=C[C@H]1O2	0.2	2	-1	2	-1	-9	0	-0.3
COc1ccc(CN2C[C@@H](O)COC[C@@H]3O[C@H](CC(=O)NCc4ccncn4)CC[C@H]32)cc1	0.0	4	1	-2	0	4	-13	0.0
O=c1cc(-c2nn[nH]n2)[nH]c(=O)[nH]1	0.2	2	-4	6	1	·	0	0.0
COc1ccc(NC(=O)CN(C)C(=O)C2CCCO2)cc1 (stereo unspecified)	6.3	9	-2	14	-1	4	-1	0.0
CC1CCCCN1C(=O)C1CCN(c2nc(-c3ccccc3)nc3c2CCC3)CC1 (stereo unspecified)	7.6	0	-7	·	-2	0	4	0.1
Cc1ccc(C)c(S(=O)(=O)NCC(=O)OCC(=O)Nc2sccc2C(N)=O)c1	0.2	-12	-16	2	-1	·	-2	0.1
CN(CCO)c1ccc2c(c1)OC[C@H](Cc1ccccc1)NS2(=O)=O	1.5	6	-14	·	·	·	-7	-0.1
CCC(=O)N1C[C@@H](O)COC[C@H]2O[C@@H](CC(=O)NC)CC[C@@H]21	·	-2	-10	6	0	1	11	0.2
CCc1ccc(NC(=O)CC2NCCNC2=O)cc1 (stereo unspecified)	·	0	-11	-12	-8	10	-10	·
CC(NC(=O)CCc1c[nH]c2ccccc12)c1ccccc1 (stereo unspecified)	·	0	1	-13	0	0	-3	0.0
CN(CC(=O)Nc1ccc(Cl)cc1)C(=O)CNC(=O)c1ccc2ccccc2c1	0.1	-3	3	-3	2	35	6	1.0
O=C(NC1CCCCC1)N[C@@H]1CC[C@H](CCNS(=O)(=O)c2ccc(F)cc2)O[C@H]1CO	-0.8	-3	7	-1	-1	10	-24	0.0
Cc1noc(C)c1NC(=O)Nc1ccc2c(c1)CC(=O)N([C@H](C)CO)C[C@@H](C)[C@H](CN(C)Cc1ccc(C(F)(F)F)cc1)O2	-0.1	3	2	3	-1	-5	18	0.2
Cc1ccnc(NC(=O)CCC(=O)N(CC(=O)NCc2ccc(F)cc2)c2cccc(F)c2)c1	-0.3	1	-15	2	1	4	-4	0.2
Cc1ccc(Cl)cc1-c1cc(C(=O)NCc2ccc(C(F)(F)F)cc2)[nH]n1	1.0	3	5	-7	1	8	-5	0.1
COc1cccc(S(=O)(=O)N2CCC3(CC2)CN(C(=O)Nc2ccc(F)cc2)[C@H](CO)c2[nH]c4cc(OC)ccc4c23)c1	-0.7	-5	1	·	4	·	2	0.4
COCCCNC(=O)C[C@@H]1C[C@@]2(C(=O)OC)CCCCC=C2N(Cc2ccc3c(c2)OCO3)C1=O	2.5	-3	-5	·	·	·	3	0.0
C[C@@H]1CN([C@H](C)CO)C(=O)c2cccc(NS(=O)(=O)c3ccc(Cl)cc3)c2O[C@H]1CN(C)CC1CCCCC1	-1.3	-2	7	2	-1	1	-5	-0.2
N#CCCn1nc(Cc2cccc3ccccc23)c(C#N)c1N	0.3	4	-5	-5	-3	9	-2	-0.1
Cc1cccc(S(=O)(=O)N2C[C@H](O)COC[C@H]3O[C@H](CC(=O)NCc4ccc5c(c4)OCO5)CC[C@@H]32)c1	0.1	-1	1	4	2	-5	0	0.1
O=C(CN1CCN(c2ccccc2)CC1)Nc1scc2c1c(=O)oc1ccccc12	0.1	-11	-15	5	1	-8	2	0.1
COc1ccc(S(=O)(=O)N(C)C[C@H]2Oc3ccc(NC(=O)c4ccncc4)cc3C(=O)N([C@H](C)CO)C[C@@H]2C)cc1	54*	0&18	0&-18	-15&4	1&0	0&-5	-3&-7	0.1&0.0
CCCN1C[C@H](C)[C@@H](OC)CN(C)C(=O)c2cc(NS(=O)(=O)CC)ccc2OC[C@H]1C	0.0	-5	5	-1	1	4	3	0.5
CC(C)NC(=O)N(C)C[C@H]1Oc2ccc(NC(=O)NC3CCCCC3)cc2C(=O)N([C@@H](C)CO)C[C@@H]1C	0.6	-1	-5	-2	2	0	11	0.0
COc1ccc(CN(C)CC(O)COC(c2ccc(OC)cc2)c2ccc(OC)cc2)cc1 (stereo unspecified)	-0.1	1	-2	-17	0	-8	-1	0.2
NC1=NN=C(c2ccc3c(c2)OCCO3)CS1	0.1	-4	-13	13	0	-49	-4	0.1
CCn1c(C)nc2cc(C(=O)NNC(=O)CN(C)S(=O)(=O)c3ccc(NC(C)=O)cc3)ccc21	·	11	1	-1	0	4	-3	1.6
CC1CC(C)(C)NC(=S)N1CC(=O)NCc1ccccc1Cl (stereo unspecified)	·	-6	-2	·	0	·	2	0.0
C/C=C/c1ccc2c(c1)O[C@@H](CN(C)Cc1cccnc1)[C@@H](C)CN([C@@H](C)CO)S2(=O)=O	-0.2	-4	-2	-5	2	-3	23	1.6
CC(=O)Nc1ccc(S(=O)(=O)Nc2nc3ccccc3nc2Nc2cccc(S(N)(=O)=O)c2)cc1	-0.1	-1	-1	2	7	·	1	0.8
Cc1ccc(S(=O)(=O)NCC(=O)N(CC(=O)NCc2ccco2)Cc2ccccc2)cc1	0.4	-2	-4	-6	-7	-7	0	0.0
